Compound activity as filed in PubChem BioAssay.
Runt-CBFb FRET – blocks binding of human RUNX1 Runt domain to CBFb | Q01196+Q13951 | Cerulean-Runt/Venus-CBFb FRET ratio 530/480, 1 h | inhibition, % at 20 µM | hit rate 0.46% among 220,000;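 active = inhibition over about 50% at 20 µM in the single-dose screen, limit read from the data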;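 note: 0% = DMSO wells and 100% = excess unlabeled CBFb competitor control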
Target sequence (Q01196 whole entry, looked up, the tested form may be a part): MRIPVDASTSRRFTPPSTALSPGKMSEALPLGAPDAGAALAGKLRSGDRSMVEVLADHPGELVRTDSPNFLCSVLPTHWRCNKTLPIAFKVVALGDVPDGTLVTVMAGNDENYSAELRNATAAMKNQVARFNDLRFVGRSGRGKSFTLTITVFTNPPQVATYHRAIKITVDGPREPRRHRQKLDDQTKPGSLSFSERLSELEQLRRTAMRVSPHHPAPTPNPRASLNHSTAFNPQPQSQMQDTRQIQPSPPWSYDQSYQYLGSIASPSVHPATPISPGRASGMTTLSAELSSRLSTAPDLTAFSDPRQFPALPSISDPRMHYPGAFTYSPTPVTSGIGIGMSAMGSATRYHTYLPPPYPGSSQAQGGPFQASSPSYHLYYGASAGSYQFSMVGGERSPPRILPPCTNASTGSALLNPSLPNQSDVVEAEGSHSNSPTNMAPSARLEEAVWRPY
Target sequence (Q13951 whole entry, looked up, the tested form may be a part): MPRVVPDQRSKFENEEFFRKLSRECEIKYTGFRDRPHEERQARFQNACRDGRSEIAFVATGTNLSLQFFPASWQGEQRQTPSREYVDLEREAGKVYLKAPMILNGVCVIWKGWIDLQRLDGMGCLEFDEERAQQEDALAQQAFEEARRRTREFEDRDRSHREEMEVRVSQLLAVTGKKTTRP
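test system = Cerulean-Runt domain fusion protein, energy donor | probe or stimulus = Venus-CBFb binding partner, 100 nM | incubation = two 1 h room-temperature incubations shielded from light | detection = fluorescence energy transfer, 422 nm excitation, 530/480 nm emission | measure = loss of energy transfer signal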
TNF death inh – blocks TNF-alpha induced death of Jurkat FADD-/- cells | hit rate 0.068% among 220,000 | AID 463075 | Jurkat FADD-/- TNF necroptosis rescue, ATP luminescence, 24 h; 0 = TNF only, 100 = no-TNF cells | activation (protection from cell death), % at 10 µM;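 active = activation, meaning protection from cell death, of at least 50% relative to plate controls; inactive = activation below 50%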;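 note: necroptosis triggered by 40 ng/mL TNF-alpha added together with compound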
Hck-Nef inh – human Hck-Nef kinase inhibition | Recombinant Hck-YEEI plus Nef, Z-Lyte FRET kinase assay | hit rate 0.68% among 220,000 | P08631 | inhibition, % at 20 µM | AID 463187;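 active = Hck-Nef kinase inhibition above about 50%, limit read from the data; inactive = inhibition below that limit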;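 note: 0% = DMSO with Hck plus Nef and 100% = Hck alone without Nef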
RBBP9 inh – inhibitors of human serine hydrolase RBBP9; O75884; recombinant RBBP9, FP-Rh probe fluorescence polarization; inhibition, % at 7.94 µM; hit rate 0.2% among 220,000; AID 1515;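 active = inhibition above the campaign mean of all tested compounds plus 3 SD, cut at about 14% in these data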;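 note: plate controls were DMSO wells with RBBP9 for no effect and wells lacking RBBP9 protein for full effect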
Target sequence (O75884 whole entry, looked up): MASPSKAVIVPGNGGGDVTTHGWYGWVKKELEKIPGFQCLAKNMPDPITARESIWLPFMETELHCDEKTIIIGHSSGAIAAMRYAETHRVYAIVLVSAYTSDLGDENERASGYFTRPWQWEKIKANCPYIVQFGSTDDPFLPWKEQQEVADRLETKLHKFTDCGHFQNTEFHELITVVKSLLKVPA
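System: RBBP9 protein / Buffer or medium: Tris/NaCl buffer pH 8.0 with 0.1% Pluronic / Probe or stimulus: Serine-hydrolase probe FP-Rh, 375 nM pre-mixing / Dosing: 7.94 µM single dose, 0.794% DMSO / Times: enzyme-compound preincubation 30 min, then probe labeling 45 min, 25 °C / Technique: fluorescence polarization (mP), excitation 525 nm, emission 598 nm / Replication: singlicate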
Runt-SMMHC FRET – inhibitors of human RUNX1 Runt domain binding to CBFb-SMMHC | hit rate 0.74% among 220,000 | Cerulean-Runt/Venus-CBFb-SMMHC FRET ratio 530/480, 1 h | AID 1434 | inhibition, % at 20 µM;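 active = mean inhibition across duplicate retests at 20 µM reaching about 50%, limit read from the data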;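 note: 0% = DMSO wells and 100% = wells with excess untagged CBFb-SMMHC; inhibitors lower the FRET ratio by blocking Runt binding to CBFb-SMMHC; some results filed as inactive read as strong as hits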
EP2 mod – modulates human prostaglandin E2 receptor EP2 signaling | EP2-expressing cells, cAMP HTRF FRET, PGE2 co-stimulation | P43116 | hit rate 0.83% among 260,000 | induction, % at 25 µM;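 active = compounds whose cAMP rise, as percent of the full-agonist control response, exceeds 60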;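 note: rat C6 glioma line stably carrying human EP2 under a CMV promoter; the protocol text gives 20 µM as final concentration; 100% = response of wells given 1 µM PGE2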
EP2 antag – blocks the human prostaglandin E2 receptor EP2; AID 1422; inhibition, % at 25 µM; hit rate 0.52% among 260,000; P43116; C6 glioma cells expressing human EP2, cAMP TR-FRET; cells stimulated with saturating PGE2;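 active = percent inhibition above 40 after rounding to a whole number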;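 note: rat C6 glioma host cells with rolipram phosphodiesterase inhibitor present; the protocol text gives 20 µM as final concentration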
PERK inh – inhibitors of human PERK kinase; inhibition, % at 5.6 µM; hit rate 0.17% among 220,000; CHO PERK-DD fusion, SEAP luminescence translation reporter; Q9NZJ5; AID 1416;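 active = inhibition above the mean inhibition of all tested compounds plus 3 SD, set separately per screening campaign, cut at about 2.9% in these data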;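 note: PERK kinase domain activated by AP20187 dimerizer at 100 nM; 0% = DMSO with dimerizer and 100% = rapamycin at 8.4 µM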
zVAD death inh – blocks zVAD induced death of L929 cells. L929 zVAD necroptosis rescue, ATP luminescence, 24 h; with zVAD 60 µM. viability rescue, % at 10 µM. hit rate 0.38% among 220,000. AID 1377;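 active = activation, scaled between plate controls, above about 75%, limit read from the data; inactive = activation under that limit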;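 note: 0% = zVAD with DMSO and 100% = DMSO alone without zVAD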
Active calls of the source: *.

`CCCn1cc(NC(=O)c2cc(-c3ccccc3)on2)cn1` gave Runt-CBFb FRET -2, TNF death inh -7.2, Hck-Nef inh -2, RBBP9 inh 9, Runt-SMMHC FRET 0, EP2 mod -23, EP2 antag 8, PERK inh 0.4 and zVAD death inh 0.8.
Cc1cc(NC(=O)COC(=O)CSCc2ccc(Cl)c(Cl)c2)no1 was read as Runt-CBFb FRET -1, TNF death inh -1.9, Hck-Nef inh 2, RBBP9 inh 6, Runt-SMMHC FRET 1, EP2 mod 13, EP2 antag 0, PERK inh 1.7 and zVAD death inh 0.5.
`O=C(CSc1ccc2c(c1)OCCO2)Nc1ccc(Br)cc1` gave Runt-CBFb FRET 1, TNF death inh 0.4, Hck-Nef inh -1, RBBP9 inh -8, Runt-SMMHC FRET -1, EP2 mod -74, EP2 antag 13, PERK inh 2.3 and zVAD death inh -0.1.
CCN1CCN(C(c2ccccc2)c2nnnn2Cc2ccccc2)CC1 (stereo not drawn) was read as Runt-CBFb FRET -2, TNF death inh 1.4, Hck-Nef inh 6, RBBP9 inh -7, Runt-SMMHC FRET 1, EP2 mod 22, EP2 antag 16, PERK inh -1.3 and zVAD death inh 0.2.
Cc1cc(C)nc(NNC2=CC(=[N+]3CCCC3)CCC2)n1 was read as Runt-CBFb FRET 12, TNF death inh 1.0, Hck-Nef inh 24, RBBP9 inh 4, Runt-SMMHC FRET 22, EP2 mod 17, EP2 antag 6, PERK inh 0.3 and zVAD death inh 0.8.
Screening FC(F)(F)c1cc(-c2cccs2)nc2nc(N3CCOCC3)sc12 returned Runt-CBFb FRET -2, TNF death inh -1.0, Hck-Nef inh 22, RBBP9 inh -14, Runt-SMMHC FRET -8, EP2 mod 52, EP2 antag 6, PERK inh 0.6 and zVAD death inh 1.7.
Screening CCOC(=O)c1c(NC(=O)COC(=O)c2cc(OC)c(OC)cc2[N+](=O)[O-])sc(C)c1C returned Runt-CBFb FRET -2, TNF death inh 2.3, Hck-Nef inh 3, RBBP9 inh -9, Runt-SMMHC FRET -5, EP2 mod 44, EP2 antag 6, PERK inh 1.0 and zVAD death inh 0.6.
Screening CCN(C(=O)CSc1nc2cc(C(=O)OC)ccc2c(=O)n1Cc1ccco1)c1cccc(C)c1 returned Runt-CBFb FRET 5, TNF death inh -0.9, Hck-Nef inh 0, RBBP9 inh -6, Runt-SMMHC FRET 18, EP2 mod 10, EP2 antag 3, PERK inh -0.2 and zVAD death inh -0.3.
For O=C(NC(=S)NCCN1CCOCC1)c1ccc(Cl)cc1Cl the results were Runt-CBFb FRET 0, TNF death inh -1.9, Hck-Nef inh -1, RBBP9 inh -4, Runt-SMMHC FRET -7, EP2 mod -7, EP2 antag 13, PERK inh -0.5 and zVAD death inh -0.3.
CC(C)(C)/C(COc1ccccc1[N+](=O)[O-])=N/O was read as Runt-CBFb FRET 3, TNF death inh -1.2, Hck-Nef inh 23, RBBP9 inh -3, Runt-SMMHC FRET -1, EP2 mod 6, EP2 antag 6, PERK inh 0.6 and zVAD death inh 0.9.
Screening COc1ccc(NC(=O)c2sccc2-n2cccc2)cc1 returned Runt-CBFb FRET 0, TNF death inh 1.8, Hck-Nef inh 23, RBBP9 inh -6, Runt-SMMHC FRET 0, EP2 mod 15, EP2 antag 0, PERK inh -0.3 and zVAD death inh 71.
`Cc1nc2ccccn2c1C(=O)N/N=C/c1ccc([N+](=O)[O-])cc1` gave Runt-CBFb FRET 2, TNF death inh 1.2, Hck-Nef inh 19, RBBP9 inh 5, Runt-SMMHC FRET -1, EP2 mod 3, EP2 antag 2, PERK inh 1.7 and zVAD death inh 0.1.
Fc1ccc(C(c2nnnn2Cc2ccco2)N2CCN(C3CCCCC3)CC2)cc1 (stereo not drawn) was read as Runt-CBFb FRET 1, TNF death inh 1.7, Hck-Nef inh 0, RBBP9 inh -4, Runt-SMMHC FRET -3, EP2 mod 9, EP2 antag 21, PERK inh -0.7 and zVAD death inh -0.4.
O=S(=O)(NCC1CCCO1)c1ccc(S(=O)(=O)N(Cc2ccc(F)cc2)Cc2ccccn2)cc1 (stereo not drawn) was read as Runt-CBFb FRET -5, TNF death inh 2.3, Hck-Nef inh 2, RBBP9 inh -11, Runt-SMMHC FRET 2, EP2 mod 3, EP2 antag 3, PERK inh -0.1 and zVAD death inh 0.8.
O=C(NCCn1cc(SCC(=O)N2CCOCC2)c2ccccc21)c1c(F)cccc1F was read as Runt-CBFb FRET -1, TNF death inh -0.2, Hck-Nef inh 28, RBBP9 inh -3, Runt-SMMHC FRET 5, EP2 mod -19, EP2 antag 8, PERK inh -0.3 and zVAD death inh 1.9.

The list goes on, starting with the last three of the part before.
Fc1ccc(C(c2nnnn2Cc2ccco2)N2CCN(C3CCCCC3)CC2)cc1 (stereo not drawn) was read as Runt-CBFb FRET 1, TNF death inh 1.7, Hck-Nef inh 0, RBBP9 inh -4, Runt-SMMHC FRET -3, EP2 mod 9, EP2 antag 21, PERK inh -0.7 and zVAD death inh -0.4.
O=S(=O)(NCC1CCCO1)c1ccc(S(=O)(=O)N(Cc2ccc(F)cc2)Cc2ccccn2)cc1 (stereo not drawn) was read as Runt-CBFb FRET -5, TNF death inh 2.3, Hck-Nef inh 2, RBBP9 inh -11, Runt-SMMHC FRET 2, EP2 mod 3, EP2 antag 3, PERK inh -0.1 and zVAD death inh 0.8.
O=C(NCCn1cc(SCC(=O)N2CCOCC2)c2ccccc21)c1c(F)cccc1F was read as Runt-CBFb FRET -1, TNF death inh -0.2, Hck-Nef inh 28, RBBP9 inh -3, Runt-SMMHC FRET 5, EP2 mod -19, EP2 antag 8, PERK inh -0.3 and zVAD death inh 1.9.
`CCOC(=O)C(C(=O)Nc1nccs1)C1CCCCC1` (stereo not drawn) gave Runt-CBFb FRET -1, TNF death inh -3.1, Hck-Nef inh -2, RBBP9 inh -7, Runt-SMMHC FRET 3, EP2 mod 14, EP2 antag 14, PERK inh -0.4 and zVAD death inh -0.4.
For O=C(NCCCN1CCOCC1)c1ccc([N+](=O)[O-])cc1[N+](=O)[O-] the results were TNF death inh 0.6, Hck-Nef inh -8, RBBP9 inh 0, Runt-SMMHC FRET 0, EP2 mod 36, EP2 antag 3, PERK inh 1.5 and zVAD death inh 1.0.
`CC(C)(C)C(=O)NC(=S)Nc1ccccc1C(=O)Nc1ccccc1` gave Runt-CBFb FRET -2, TNF death inh -0.5, Hck-Nef inh 3, RBBP9 inh -4, Runt-SMMHC FRET 7, EP2 mod -3, EP2 antag 5, PERK inh 0.4 and zVAD death inh -0.2.
COc1cccc(C(c2sc3nc(C)nn3c2O)N2CCN(c3ccccc3F)CC2)c1 (stereo not drawn) was read as Runt-CBFb FRET -6, TNF death inh 1.7, Hck-Nef inh -4, RBBP9 inh -3, Runt-SMMHC FRET -1, EP2 mod 1, EP2 antag 12, PERK inh -0.5 and zVAD death inh 2.8.
For O=C(Nc1c(C(=O)N2CCOCC2)cnn1-c1ccccc1)c1ccco1 the results were Runt-CBFb FRET -3, TNF death inh 0.2, Hck-Nef inh -1, RBBP9 inh -9, Runt-SMMHC FRET 4, EP2 mod 16, EP2 antag 4, PERK inh 0.4 and zVAD death inh -0.1.
`CCOC(=O)/C(C#N)=C/Nc1cc(C(=O)OCC)cc2c(OC)c(OC)ccc12` gave Runt-CBFb FRET 6, TNF death inh -0.1, Hck-Nef inh -3, RBBP9 inh -4, Runt-SMMHC FRET 13, EP2 mod -6, EP2 antag 6, PERK inh 1.0 and zVAD death inh -0.1.
Cc1ccc(C2NC(=S)NC3=C2N2CCC3CC2)cc1 (stereo not drawn) was read as Runt-CBFb FRET 0, TNF death inh 1.6, Hck-Nef inh 0, RBBP9 inh 0, Runt-SMMHC FRET -6, EP2 mod 30, EP2 antag 16, PERK inh -0.4 and zVAD death inh 0.7.
CC(=C/c1ccccc1)/C=N/N1CCN(Cc2ccc(C)cc2)CC1 was read as Runt-CBFb FRET 1, TNF death inh -0.1, Hck-Nef inh 22, RBBP9 inh -5, Runt-SMMHC FRET 0, EP2 mod -18, EP2 antag 3, PERK inh 1.6 and zVAD death inh 1.3.
Screening CC(=O)Nc1ccc(C(C#N)c2ccccc2)cc1 (stereo not drawn) returned Runt-CBFb FRET -2, TNF death inh -1.3, Hck-Nef inh 17, RBBP9 inh -2, Runt-SMMHC FRET 0, EP2 mod -9, EP2 antag 6, PERK inh 0.0 and zVAD death inh 2.1.
`Cc1ccc(N(Cc2ccco2)C(=O)c2ccc(N3CCCCC3)c([N+](=O)[O-])c2)cc1` gave Runt-CBFb FRET -4, TNF death inh 0.3, Hck-Nef inh 1, RBBP9 inh 0, Runt-SMMHC FRET -4, EP2 mod 43, EP2 antag 8, PERK inh -1.3 and zVAD death inh -0.8.
Screening CCOc1cc(/C=C2\C(=O)NN(c3ccccc3)C2=O)cc([N+](=O)[O-])c1O returned Runt-CBFb FRET 0, TNF death inh 0.7, Hck-Nef inh 5, RBBP9 inh 1, Runt-SMMHC FRET -3, EP2 mod 24, EP2 antag 14, PERK inh 0.3 and zVAD death inh 7.0.
`CCS(=O)(=O)N1CCN(C(=O)c2ccccc2)CC1` gave Runt-CBFb FRET -3, TNF death inh 1.4, Hck-Nef inh -9, RBBP9 inh -3, Runt-SMMHC FRET 2, EP2 mod 8, EP2 antag 12, PERK inh 0.6 and zVAD death inh 0.4.
Screening C1COCCNCCOCCOCCOCCN1 returned Runt-CBFb FRET -1, TNF death inh 1.7, Hck-Nef inh 4, RBBP9 inh -6, Runt-SMMHC FRET 2, EP2 mod 19, EP2 antag 2, PERK inh 1.3 and zVAD death inh 0.7.
For N#Cc1cccc(NC(=O)NCCc2c[nH]c3ccccc23)c1 the results were Runt-CBFb FRET -3, TNF death inh -1.2, Hck-Nef inh -8, RBBP9 inh -3, Runt-SMMHC FRET 0, EP2 mod -52, EP2 antag 7 and PERK inh 0.1.
CCCCCC(=O)NC(=S)NNC(=O)CC was read as Runt-CBFb FRET 8, TNF death inh 1.2, Hck-Nef inh 1, RBBP9 inh 1, Runt-SMMHC FRET 2, EP2 mod 17, EP2 antag 6, PERK inh 0.9 and zVAD death inh 1.2.
For O=C(NCc1ccco1)C1CCCN(S(=O)(=O)c2ccc(Br)cc2)C1 (stereo not drawn) the results were Runt-CBFb FRET 1, TNF death inh 0.5, Hck-Nef inh 16, RBBP9 inh 2, Runt-SMMHC FRET 2, EP2 mod 5, EP2 antag 7, PERK inh -1.1 and zVAD death inh 4.5.
`CC(C)COC(=O)NCCOC(=O)Nc1cccc(Cl)c1` gave Runt-CBFb FRET 1, TNF death inh 2.5, Hck-Nef inh 1, RBBP9 inh 9, Runt-SMMHC FRET 0, EP2 mod -17, EP2 antag 17, PERK inh -0.5 and zVAD death inh 0.2.

These rows are one share of the data (hit frequency here may not be typical).
